High-throughput results deposited in PubChem BioAssay by The Scripps Research Institute Molecular Screening Center.
MITF inh: MITF inhibitors, primary screen, biochemical, AlphaScreen, human; hit rate 0.91% among 650,000; inhibition, % at 2.6 µM; AlphaScreen MITF homodimerization, bead proximity signal; Microphthalmia-associated transcription factor (Homo sapiens), O75030; AID 1259374, 2018; in the data active = inhibition above about 50%;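 note: 0% = vehicle wells with protein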
Target sequence (O75030 whole entry, looked up): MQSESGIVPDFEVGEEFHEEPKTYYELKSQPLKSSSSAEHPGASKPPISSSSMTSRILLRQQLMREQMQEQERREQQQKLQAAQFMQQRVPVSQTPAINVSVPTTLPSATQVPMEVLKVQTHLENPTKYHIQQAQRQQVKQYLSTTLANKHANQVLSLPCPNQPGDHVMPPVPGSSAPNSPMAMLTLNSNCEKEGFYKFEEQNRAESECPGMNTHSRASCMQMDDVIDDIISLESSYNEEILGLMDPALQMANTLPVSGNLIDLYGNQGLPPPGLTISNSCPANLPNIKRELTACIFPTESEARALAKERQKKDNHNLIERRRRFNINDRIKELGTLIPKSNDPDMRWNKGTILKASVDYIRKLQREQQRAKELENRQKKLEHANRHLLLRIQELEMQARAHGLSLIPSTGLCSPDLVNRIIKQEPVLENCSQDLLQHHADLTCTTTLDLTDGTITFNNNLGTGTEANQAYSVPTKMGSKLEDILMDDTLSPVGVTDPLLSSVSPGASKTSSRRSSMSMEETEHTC
TEAD-YAP inh: TEAD-YAP interaction inhibition, primary screen, TEAD-YAP interaction inhibitor project, luminescence, HEK-TIYL cells; AID 1259422, 2018; inhibition, % at 9.12 µM; hit rate 1.4% among 640,000; TEAD-Gal4/YAP UAS-luciferase luminescence; in the data active = inhibition above about 32%;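 note: 0% = median of test compound wells and 100% = reference inhibitor wells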
FBW7 activator: FBW7 E3 ligase activators, primary screen, biochemical, AlphaScreen, human | hit rate 0.13% among 650,000 | AlphaScreen FBW7–phospho-cyclin E peptide binding, activator screen | normalized activity (activation), % at 26.1 µM; in the data active = normalized activity above about 1.9%;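 note: purified mutant Fbw7 with reduced substrate affinity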
GPR151 activ: activators of human GPR151, primary screen, cell-based, PathHunter beta-arrestin, luminescence; AID 1508602, 2020; PathHunter beta-arrestin GPR151 cells; hit rate 1% among 650,000; activation, % at 11.2 µM; G-protein coupled receptor 151 (Homo sapiens), Q8TDV0; in the data active = activation above about 4.9%;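 note: 0% = median of compound wells and 100% = cells with positive control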
Target sequence (Q8TDV0 whole entry, looked up): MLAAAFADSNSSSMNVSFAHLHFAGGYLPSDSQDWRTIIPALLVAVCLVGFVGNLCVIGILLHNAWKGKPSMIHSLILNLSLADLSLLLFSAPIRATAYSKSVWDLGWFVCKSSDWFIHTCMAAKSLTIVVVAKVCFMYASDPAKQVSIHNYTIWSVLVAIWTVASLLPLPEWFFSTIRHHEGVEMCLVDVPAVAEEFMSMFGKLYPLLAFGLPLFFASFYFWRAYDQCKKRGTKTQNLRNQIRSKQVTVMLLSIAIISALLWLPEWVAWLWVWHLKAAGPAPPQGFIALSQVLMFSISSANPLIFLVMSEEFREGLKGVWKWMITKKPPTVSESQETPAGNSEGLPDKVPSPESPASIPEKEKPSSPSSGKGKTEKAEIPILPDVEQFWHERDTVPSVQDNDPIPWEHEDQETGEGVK
Active calls of the source: *.

Each structure is followed by: FBW7 activator | GPR151 activ | MITF inh | TEAD-YAP inh
> N/C(=N\OC(=O)c1ccc([N+](=O)[O-])cc1)c1nonc1N
    0.2 | 0.3 | 7 | 2
> Cc1csc(C(C#N)C(=O)COc2ccc(Cl)cc2)n1 (stereo unspecified)
    -0.1 | -0.5 | 6 | -2
> O=C(CCC(=O)N1CCOc2ccccc21)Nc1ccccc1Cl
    0.1 | 0.8 | 7 | -6
> C/C(=N/OC(=O)Nc1ccc(Cl)cc1)c1ccco1
    0.0 | -0.1 | 10 | -5
> CCOc1ccc(NC(=O)C2Sc3nnc(C)n3NC2c2ccc(OCC)cc2)cc1 (stereo unspecified)
    -0.1 | 0.0 | -5 | -2
> O=C(NCc1ccccc1F)C(=O)c1c[nH]c2ccccc12
    0.8 | -0.5 | 6 | -32
> COc1cccc(CN2CCC3(CC2)CC3C(=O)N2CCCN(C)CC2)c1OC (stereo unspecified)
    0.1 | -1.4 | 21 | -4
> CCCCSc1nc2c(c(=O)n1C)SC(C)C2 (stereo unspecified)
    0.6 | -0.5 | 23 | -3
> Cc1ccc(NC(=O)c2ccc3c(c2)OCO3)cc1Cl
    -0.1 | -2.2 | 5 | -39
> CCOC(=O)c1c(C)[nH]c(C=C2C(=O)OC(C)(C)OC2=O)c1O
    0.0 | 0.5 | 2 | 2
> O=C(O)c1ccc(NC(=O)c2cccc(NC(=O)c3ccccc3Cl)c2)cc1
    0.1 | 2.3 | -1 | 8
> COc1cc(NC(=O)c2cc3nc(-c4ccc(Br)cc4)cc(C(F)(F)F)n3n2)c(OC)cc1Cl
    -0.1 | 1.0 | 4 | -6
> COc1cccc(OC)c1C(=O)NC(=S)Nc1ccc(Br)cn1
    -0.2 | -0.9 | -2 | -17
> COc1cccc(-n2nc(C(=O)Nc3ccc(OC)c(Cl)c3)c3ccccc3c2=O)c1
    -0.1 | 0.9 | 7 | 14
> Cc1ccc(C(=O)Nc2c3c(nn2-c2cccc(Cl)c2)CS(=O)(=O)C3)cc1
    0.0 | 0.3 | -10 | -10

One compound at a time, from the list above. Screens in order: FBW7 activator, GPR151 activ, MITF inh, TEAD-YAP inh
CCCCSc1nc2c(c(=O)n1C)SC(C)C2 (stereo unspecified) is listed as 0.6, -0.5, 23, -3
C/C(=N/OC(=O)Nc1ccc(Cl)cc1)c1ccco1 is listed as 0.0, -0.1, 10, -5

Going on with the list:
Each structure is followed by: FBW7 activator | GPR151 activ | MITF inh | TEAD-YAP inh
> CCn1cnc2sc(C(=O)N3CCC4(CC3)OCCO4)c(C)c2c1=O
    -0.1 | 0.1 | 0 | -6
> CC(C)CC(C(=O)Nc1cccc(C(F)(F)F)c1)N1C(=O)c2ccccc2C1=O (stereo unspecified)
    0.1 | 1.1 | 14 | 7
> CS(=O)(=O)N1CCN(C(=O)Cc2ccc([N+](=O)[O-])cc2)CC1
    0.1 | -1.1 | 18 | 15
> CNCc1ccc(OCc2ccc(F)cc2Cl)c(OC)c1
    -0.1 | 0.1 | -5 | -24
> CCOc1ccc(NS(=O)(=O)c2cc(NC(=O)CNC(N)=O)ccc2OC)cc1
    0.2 | 0.5 | 0 | 0
> O=C(CN1CCCCCC1=O)Nc1ccc(I)cc1
    0.0 | -1.0 | -1 | -10
> O=C(C1=CCN(S(=O)(=O)c2ccc(F)cc2)CC1)N1CCC2(CC1)OCCO2
    0.0 | -0.3 | 12 | -7
> O=C(NS(=O)(=O)c1ccccc1)c1ccc(F)cc1
    -1.0 | -0.6 | 1 | -1
> CC(=O)c1[nH]c(C)c(C(=O)NCC2CCCO2)c1C (stereo unspecified)
    0.0 | -0.7 | -7 | -4
> COc1ccccc1CN1CCN(C(=O)c2ccc(F)cc2)CC1
    -0.1 | 0.2 | 38 | -8
> CN(C)N1C(N)=C(C#N)C(c2c(F)cccc2Cl)C2=C1CCCC2=O (stereo unspecified)
    -0.1 | 0.6 | -2 | 8
> Cc1ccc(N(CC(=O)O)S(=O)(=O)c2c(C)nn(C)c2C)cc1
    -0.1 | 0.3 | -9 | -7
> CCc1cc(=O)[nH]c(-n2nc(C)cc2NC(=O)c2ccccc2SC)n1
    -0.1 | -1.3 | 11 | 2
> O=C(Cc1ccc2c(c1)OCO2)N1CCC(c2ccncc2)CC1
    -0.2 | 0.1 | 2 | 13
> CCC(C)NC(=O)C1CCN(S(=O)(=O)c2ccc3[nH]c(=O)ccc3c2)CC1 (stereo unspecified)
    0.0 | -0.8 | 6 | 1

5 compounds picked at random from the list so far, as already listed:
Each structure is followed by: FBW7 activator | GPR151 activ | MITF inh | TEAD-YAP inh
> CS(=O)(=O)N1CCN(C(=O)Cc2ccc([N+](=O)[O-])cc2)CC1
    0.1 | -1.1 | 18 | 15
> O=C(C1=CCN(S(=O)(=O)c2ccc(F)cc2)CC1)N1CCC2(CC1)OCCO2
    0.0 | -0.3 | 12 | -7
> CCn1cnc2sc(C(=O)N3CCC4(CC3)OCCO4)c(C)c2c1=O
    -0.1 | 0.1 | 0 | -6
> COc1ccccc1CN1CCN(C(=O)c2ccc(F)cc2)CC1
    -0.1 | 0.2 | 38 | -8
> CN(C)N1C(N)=C(C#N)C(c2c(F)cccc2Cl)C2=C1CCCC2=O (stereo unspecified)
    -0.1 | 0.6 | -2 | 8

Additional records.
Each structure is followed by: FBW7 activator | GPR151 activ | MITF inh | TEAD-YAP inh
> CCc1sc(C(=O)NC)cc1Br
    0.1 | -0.3 | 7 | 0
> OCc1ccccc1OCCOc1ccc(Cl)c2cccnc12
    0.2 | -0.7 | 0 | -51
> Cc1cccc(-c2nc(CN3CCCC(C(=O)NCCCN4CCOCC4)C3)c(C)o2)c1 (stereo unspecified)
    -0.2 | 0.5 | 20 | -2
> CS(=O)(=O)N(CC(=O)Nc1cccc(Cl)c1Cl)c1ccc(F)c(Cl)c1
    -0.1 | -0.9 | 3 | -3
> O/N=C/c1ccc[n+](C/C=C/c2ccccc2)c1
    0.0 | -0.9 | 16 | 3
> CCC(C)c1ccc(NC(C)=O)c(O)c1 (stereo unspecified)
    -0.1 | -1.2 | 13 | -7
> Cc1nn(C)c(Cl)c1CN1CCCC(CCC(=O)NCc2ccccc2F)C1 (stereo unspecified)
    0.2 | -1.1 | 15 | 11
> CCCCCCSC1=C(C#N)C(c2ccc(OCC)cc2)CC(=O)N1 (stereo unspecified)
    -0.1 | -0.8 | 2 | -2
> CCOc1ccc(C(=O)Nc2ncc(S(=O)(=O)c3ccc([N+](=O)[O-])cc3)s2)cc1
    -0.1 | 0.6 | -9 | 3
> N#Cc1ccsc1NC(=O)c1cc(Cl)cc(Cl)c1
    0.1 | -1.2 | 11 | 2
> O=C(Nc1ccc(-c2nc3cc(Cl)cc(Cl)c3o2)cc1)c1cccnc1
    0.0 | 0.6 | 12 | 7
> CC1(CCC(=O)NCc2scnc2-c2ccccc2)CCC(=O)N1 (stereo unspecified)
    0.1 | 0.4 | 5 | 18
> COc1ccc(S(=O)(=O)N(CC(=O)NCCSCc2ccccc2)c2ccc(C)cc2)cc1OC
    -0.1 | 1.6 | -4 | 12
> CCc1sc(C(=O)Nc2nc(C)cs2)cc1C
    -0.1 | -0.9 | 3 | -35
> CS(=O)(=O)N(CC(=O)NCCSc1ccccc1)c1cccc(C(F)(F)F)c1
    -0.2 | 0.3 | -19 | 7
> O=c1c2ccccc2nc2ccc(NCc3cccs3)nn12
    0.1 | -0.8 | -12 | -32
> COC(=O)c1c(NC(=O)c2ccc(Br)cc2)sc2c1C(C(=O)OC)CC2 (stereo unspecified)
    -0.1 | -0.5 | 4 | -6
> CN(Cc1ccccc1Cl)S(=O)(=O)c1cccc(Br)c1
    -0.1 | -0.1 | -2 | 3
> COc1ccccc1N1C(=O)c2ccc(C(=O)OC(C)C)cc2C1=O
    0.1 | 0.1 | 8 | 12
> COc1ccc(Nc2nc(C)nc3sc(C)cc23)cc1Cl
    0.2 | -1.1 | 6 | -5
> COc1cccc(CN2CCC(C(=O)NC(C)(C)C)CC2)c1
    1.3 | -0.5 | 19 | 9
> COc1cc(C=O)ccc1OC(=O)c1ccncc1
    -0.1 | -0.4 | -14 | 5
> Cc1cccc(N=C2S/C(=C\c3ccccc3)C(=O)N2c2cccc(C)c2)c1
    0.0 | -0.3 | 1 | -3
> CCN1/C(=C/c2ccc3cc(C)ccc3[n+]2CC)Sc2ccc(OC)cc21
    -0.9 | 1.8 | 20 | 83*
> CN1CCCc2cc(CCNS(=O)(=O)c3ccc4c(c3)OCCO4)ccc21
    0.0 | -1.4 | 13 | 5
> CS(=O)(=O)c1cncnc1C1CCCN(C(=O)N2CCCC2)C1 (stereo unspecified)
    0.0 | -1.0 | 6 | -11
> CCCCC(=O)NNC(=S)NC(=O)CCC
    -0.5 | -0.6 | 14 | 4
> Cc1ccc([N+](=O)[O-])cc1NS(=O)(=O)c1cc(C(=O)Nc2ccccc2)ccc1C
    -0.2 | -0.4 | 2 | 0
> CC(=O)Nc1ccc(SCCCC(=O)N2CCN(c3ccccc3F)CC2)nn1
    0.0 | -1.3 | -6 | -9
> O=C(/C=C/c1ccccc1)c1cc2ccccc2oc1=O
    -0.1 | 2.2 | 14 | 0
> COc1ccc(S(=O)(=O)N2CCCN(CC(=O)C(C)(C)C)CC2)cc1
    0.2 | -0.7 | 0 | -3
> CCOC(=O)c1ccc(NC(=O)NC(C)C2CCCO2)cc1 (stereo unspecified)
    0.0 | 0.2 | 16 | -16
> CC(C)CCNC(=O)C(=O)Nc1ccccc1
    -0.1 | -1.4 | 3 | -34
> CCNC(=O)C(=O)Nc1cccc(F)c1
    0.1 | -1.2 | 14 | -62
> CCC(=O)NC(Nc1ccc(OC)cc1)(C(F)(F)F)C(F)(F)F
    0.1 | 0.5 | -11 | -3
> CC(=O)Nc1ccc(-c2csc(NC(=O)COc3ccc4c(c3)CCC4)n2)cc1
    0.2 | 0.2 | 10 | -4
> O=S(=O)(c1ccccc1)N1CCN(S(=O)(=O)N2CCCCC2)CC1
    -0.1 | 0.3 | -12 | -6
> Cc1ccc(NC(=O)CNC(=O)c2ccc([N+](=O)[O-])cc2)cc1
    -0.6 | 1.4 | -8 | -5
> CCC(C)NC(=O)CSc1nnc(-c2ccncc2)n1-c1cccc(OC)c1 (stereo unspecified)
    0.0 | -1.3 | 13 | -11
> COc1ccc(NC(=O)NNC(=O)c2ccc(C)c(C)c2)cc1
    0.0 | 0.7 | 7 | 4
> COCC(=O)N(Cc1cc2cc(C)c(C)cc2n2nnnc12)C1CCCCC1
    0.3 | -0.1 | 1 | -16
> COC(=O)c1ccc(C(=O)Nc2nc(-c3cccs3)c(C(=O)C(F)(F)F)s2)cc1
    0.0 | 1.0 | -8 | 2
> CC(C)n1c(N2CCC(N3CCOCC3)CC2)nc2c(NCc3ccccc3)ncnc21
    0.0 | 1.1 | 3 | -8
> CC(NC(=O)/C=C/c1cccs1)C1CC2CCC1C2 (stereo unspecified)
    0.8 | -0.8 | 17 | 18
> Cn1c(Nc2nc(C(=O)NCCN3CCOCC3)cs2)nc2ccccc21
    -0.1 | -0.8 | 15 | 3
> COc1ccc(C(c2ccccn2)N(C)C(=O)C2CCN(C(=O)C3CCCCC3)CC2)cc1 (stereo unspecified)
    0.0 | -0.3 | -1 | -1
> O=c1/c(=C/c2ccc(F)cc2)sc2ncnn12
    0.1 | -2.0 | -20 | -6
> O=C(CSc1ncccc1-c1nc2ccccc2[nH]1)Nc1cccc(F)c1
    0.0 | -1.1 | 10 | 10
> CN1CCN(c2ccc(-c3nc(C(=O)NCCCN4CCCC4=O)cs3)cc2)CC1
    -0.2 | 0.9 | -8 | 18
> Fc1cccc(Cl)c1CN1CCN(Cc2nc3ccccc3[nH]2)CC1
    0.5 | 3.0 | 20 | 7
> Cc1ccc(CN2CCNC(=O)C2CC(=O)NCCc2ccccc2Cl)o1 (stereo unspecified)
    0.3 | 3.0 | -1 | 9
> O=[N+]([O-])c1ccc(OC(CNS(=O)(=O)c2ccccc2)c2ccccc2)cc1 (stereo unspecified)
    0.0 | 0.5 | 4 | 4
> CCC(CC)C(=O)Nc1cc(OC)cc(OC)c1
    0.2 | -0.1 | 3 | 2
> COc1ccc(C(=O)COC(=O)c2ccc(NC(C)=O)cc2)cc1
    -0.1 | -0.2 | -3 | -11

Sorted by formula weight (low to high): 3 of the compounds above.
Each structure is followed by: FBW7 activator | GPR151 activ | MITF inh | TEAD-YAP inh
> O=C(NS(=O)(=O)c1ccccc1)c1ccc(F)cc1
    -1.0 | -0.6 | 1 | -1
> CCN1/C(=C/c2ccc3cc(C)ccc3[n+]2CC)Sc2ccc(OC)cc21
    -0.9 | 1.8 | 20 | 83*
> COc1ccc(S(=O)(=O)N(CC(=O)NCCSCc2ccccc2)c2ccc(C)cc2)cc1OC
    -0.1 | 1.6 | -4 | 12
